# LYP inhibition: inhibitors of LYP phosphatase, biochemical, fluorescence intensity, uHTS (AID 1779); Tyrosine-protein phosphatase non-receptor type 22 (Homo sapiens); recombinant LYP phosphatase, fluorescence intensity; higher % means a stronger effect; inhibition, % at 11.5 µM, or IC50 in µM where a hit was titrated; 0.054% of 290,000 active; in the data active means inhibition above about 50%;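 further: plate controls were vehicle with enzyme for no effect and no enzyme for full effect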
# Myeloid diff MLP: induction of myeloid progenitor differentiation, primary screen, cell-based, flow cytometry, MLPCN library. ER-HoxA9 myeloid progenitors, lysozyme-GFP differentiation. calls only at 10 µM. 1% of 360,000 active;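 active means normalized GFP-positive differentiation at or above the plate's own cutoff, the solvent-only control mean plus 3 SD; inconclusive means no clear call, values can overlap the other calls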;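 further: cells exposed to compound for four days before flow analysis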
# Myeloid diff MLP GFP+ MAC1+ %: also measured in Myeloid diff MLP; calls as there; GFP+ MAC1+ double positive, %; measured here: differentiation confirmed by MAC1 staining
# Numbers without * were called inactive; i = inactive; u = inconclusive; x = no result given; + = active, no number.
SMILES,LYP inhibition,Myeloid diff MLP,Myeloid diff MLP GFP+ MAC1+ %
CC(=O)N1c2ccc(S(=O)(=O)N3CCC(C(=O)Nc4cc(C)ccn4)CC3)cc2CC1C (configuration not stated),-10%,i,0.5
CCc1cc(=O)oc2cc(C)cc(OCC(=O)NC(Cc3ccc(Cl)cc3)C(=O)O)c12 (configuration not stated),-8%,i,1.3
COc1ccc(OC)c(CNS(=O)(=O)c2cc(-c3cc(C)no3)ccc2OC)c1,-12%,i,1.4
O=C(Cn1c(=O)oc2ccccc21)Nc1ccccc1C(F)(F)F,-4%,i,0.7
CC(=O)c1cccc(NC(=O)/C(=C\c2ccco2)NC(=O)c2ccco2)c1,-7%,i,0.0
COc1ccc(OCC(=O)N/N=C/C(C)=C/c2ccco2)c(Br)c1,-3%,i,0.6
Cn1c(SCc2cccc(C#N)c2)nc2ccccc2c1=O,-6%,i,0.9
CC1CCCCN1CCNC(=O)C1CCN(S(=O)(=O)c2cccc3nsnc23)CC1 (configuration not stated),-8%,i,2.3
CCc1ccc(CN(C)C(=O)C2CCC(=O)N(CC3CCCCC3)C2)cc1 (configuration not stated),-2%,i,0.3
O=C(Nc1c(-c2ccccc2)nc2ccccn12)c1cccc(F)c1,-3%,i,0.6
CC(=O)c1sc(NC(=O)c2ccc(Br)o2)nc1C,-6%,i,0.5
COc1ccc(C(=O)Nc2ccc(N3CCN(C(=O)c4ccccc4C)CC3)cc2)cc1,0%,i,1.1
CCN1CCN(C(=O)c2ccc3c(c2)N(Cc2ccc(C)cc2)CCS3)CC1,-8%,u,x
O=C(NCC1CCCO1)c1ccc(Br)s1 (configuration not stated),-6%,i,1.7
COc1ccc(-n2c(SCC(=O)N3CCOCC3)nc3ccccc3c2=O)cc1,-8%,i,4.0
CCOc1ccccc1-c1nnc(SCC(=O)NC2CC2)n1CC,-14%,i,0.7
CC1CCCC(C)N1C(=O)CSc1nc2c(c(=O)n(C)c(=O)n2C)n1C (configuration not stated),-7%,i,6.2
O=C1C2CCCN2C(=O)N1CCCCN1CCN(c2cccc(C(F)(F)F)c2)CC1 (configuration not stated),-5%,i,0.7
CCc1ccc(NC(=O)CCNC(=O)Cn2cnc3ccccc3c2=O)cc1,-9%,i,0.8
CCCNc1c(NC(=O)c2cccs2)c(=O)oc2ccccc12,-5%,i,3.3
COc1ccc(/C(C)=N/NC(=O)c2nnn(-c3nonc3N)c2-c2ccccc2)cc1,-8%,i,1.2
CC(=O)N1CCC(C(=O)NC2CCCc3c2cnn3-c2cc(F)cc(F)c2)CC1 (configuration not stated),-11%,u,x
CCC(CC)COC(=O)C1=C(C)NC(=O)NC1c1ccc([N+](=O)[O-])cc1 (configuration not stated),-8%,i,0.5
O=C(c1cccc(F)c1F)N1CCCc2ccccc21,-6%,i,0.8
Cc1ccc2ccc(S(=O)(=O)NCc3ccco3)cc2c1,-6%,i,0.5

# Looked up above:
# LYP inhibition with COc1ccc(OC)c(CNS(=O)(=O)c2cc(-c3cc(C)no3)ccc2OC)c1 = -12%
# Myeloid diff MLP GFP+ MAC1+ % with O=C(Cn1c(=O)oc2ccccc21)Nc1ccccc1C(F)(F)F = 0.7
# LYP inhibition with CC(=O)N1CCC(C(=O)NC2CCCc3c2cnn3-c2cc(F)cc(F)c2)CC1 (configuration not stated) = -11%
# LYP inhibition with COc1ccc(-n2c(SCC(=O)N3CCOCC3)nc3ccccc3c2=O)cc1 = -8%
# LYP inhibition with COc1ccc(C(=O)Nc2ccc(N3CCN(C(=O)c4ccccc4C)CC3)cc2)cc1 = 0%
# Myeloid diff MLP GFP+ MAC1+ % with Cn1c(SCc2cccc(C#N)c2)nc2ccccc2c1=O = 0.9

# Further entries follow.
SMILES,LYP inhibition,Myeloid diff MLP,Myeloid diff MLP GFP+ MAC1+ %
O=C(O)CCC(=O)N1N=C(c2ccco2)CC1c1ccco1 (configuration not stated),-3%,i,0.3
CC(C)=CC(=O)Nc1ccc(S(=O)(=O)Nc2onc(C)c2C)cc1,2%,i,0.3
Nc1ccc(-c2nc3ccccc3s2)cn1,-15%,i,0.8
COc1ccc(S(=O)(=O)N2CCN(C(=O)CC(C)C)CC2)cc1,-6%,i,0.6
COc1ccc(S(=O)(=O)NCc2cccnc2)cc1C(=O)N1CCCCC1,-11%,i,0.3
CC(=O)Nc1ccccc1S(=O)(=O)CC1CC1(Cl)Cl (configuration not stated),-8%,i,0.7
COc1ccc(O)c(/C=N/NC(=O)c2cccc(N3CCCC3=O)c2)c1,-6%,i,6.1
O=C(Cc1cccs1)NCc1cccc(Br)c1,-4%,i,0.5
O=C(CCN1C(=O)/C(=C/c2ccccc2Cl)SC1=S)NC1C=CS(=O)(=O)C1 (configuration not stated),-5%,i,7.8
Cc1ccc(NC(=O)CSc2nnc3c(n2)[nH]c2ccccc23)cc1,-2%,i,0.1
CSc1nc2sc3c(c2c(=S)[nH]1)CC(C)(C)OC3,-6%,i,1.2
O=C(O)c1ccc(-n2nncc2-c2ccco2)cc1,-6%,i,0.4
CCN1CCCC1CNC(=O)Cn1nc(C)n2c(cc3cc(C)ccc32)c1=O (configuration not stated),-9%,i,10
COc1ccc(NC(=O)c2nnn(CC(=O)Nc3ccccc3OC)c2N)c(OC)c1,-11%,i,0.9
COc1ccc(S(=O)(=O)N2CCC(C)CC2)cc1N(C)S(=O)(=O)c1ccccc1,2%,i,2.3
COc1cc(/C=N/NC(=O)C(NC(=O)c2ccccc2)c2n[nH]c(=O)c3ccccc23)ccc1OCC(N)=O (configuration not stated),-9%,i,3.3
O=C(NC(=S)Nc1cccnc1Cl)c1ccc(F)cc1,-2%,i,1.9
COc1ccc(S(=O)(=O)Nc2c(C)n(C)n(-c3ccccc3)c2=O)cc1Br,-6%,i,0.6
O=C1Nc2cc(Br)ccc2C1(O)c1ccccc1O (configuration not stated),-8%,i,0.4
CCOC(=O)c1cc(S(=O)(=O)N(C)Cc2ccccc2)cn1C,-14%,i,0.7
CN1CCN(C(c2ccc(Br)cc2)c2cc(Cl)c3cccnc3c2O)CC1 (configuration not stated),-1%,u,x
COc1ccc(C)cc1S(=O)(=O)N(C)CC(=O)N1CCCC1,-11%,i,0.7
COc1ccc(OC)c(CN2CCN(C(=O)c3cc4ccccc4cc3O)CC2)c1,2%,i,0.9
Cc1c(CC(=O)O)c(=O)oc2c(C)c(OCc3c(F)cccc3Cl)ccc12,-2%,i,0.7
CCN(CC(=O)NCc1ccc(F)cc1)C(=O)c1cc2ccccc2o1,-9%,i,0.0
# (next part)
SMILES,LYP inhibition,Myeloid diff MLP,Myeloid diff MLP GFP+ MAC1+ %
COc1cccc(CNC(=O)C2CCN(S(=O)(=O)c3ccc(Br)s3)CC2)c1,-14%,i,1.2
COc1ccccc1N(Cc1ccccc1)S(=O)(=O)c1cccc(C(=O)Nc2cccc(C)n2)c1,-4%,i,1.1
Cc1cccc(C(=O)NCCNC(=O)c2ccccn2)c1,-5%,i,0.4
Cn1cc(S(=O)(=O)N2CCOCC2)cc1C(=O)NCc1ccccc1Cl,-10%,i,2.5
CCOC(=O)N1CCN(C(=O)c2ccc3c(c2)N=C(C)c2cc(Cl)ccc2S3)CC1,-4%,i,1.5
CS(=O)(=O)c1ccccc1C(=O)NCCC(c1ccccc1)c1ccccc1,-7%,i,1.9
Cc1ccc(NC(=O)CCOc2ccccc2)cc1,-7%,i,0.8
CC1CN(C(=O)COc2ccc3ccccc3c2Br)CC(C)O1 (configuration not stated),2%,i,0.8
O=C(Nc1ccc(N2CCN(C(=O)c3ccco3)CC2)cc1)c1ccc(Br)cc1,-3%,i,4.5
Cc1ccc(S(=O)(=O)Nc2c(O)c3ccccc3oc2=O)cc1C,-6%,i,0.5
O=C(NC1CCCCC1)c1cccc(OCc2ccccc2)c1,-12%,i,1.8
COc1ccc(C)cc1NC(=O)CCCNC(=O)Cn1cnc2sc(C)c(C)c2c1=O,-7%,i,1.3
COc1ccc(CNS(=O)(=O)c2csc(C(N)=O)c2)cc1OC,-8%,i,2.2
COc1ccc(C(=O)NCc2nc(C)c(C)s2)cc1OC1CCN(C(C)C)CC1,-9%,i,1.3
Cc1ccc(CN2CCC(C(=O)Nc3cccc(-c4cccc(F)c4)c3)CC2)o1,-12%,i,5.5
CC1(C)Cc2c(cnn2-c2ccccc2)C(NC(=O)CCN2CCCCO2)C1 (configuration not stated),-9%,i,3.1
Cc1cc(OCC(=O)NNC(=O)c2ccncc2)cc(C)c1Cl,-2%,i,2.2
COC(=O)NC1c2ccccc2Oc2ccc(C)cc21 (configuration not stated),-6%,i,1.1
CCN(CC)c1cc(C)c2cc(NC(=O)c3ccccc3F)ccc2n1,-4%,i,0.0
CCn1c(CC(=O)Nc2ccccc2C)nnc1SCC(=O)NC1CCCC1,-4%,i,2.2
CC(=O)c1cccc(NC(=O)N2CCC(C(=O)c3ccc(F)cc3)CC2)c1,-9%,i,0.6
COc1ccc(Br)cc1S(=O)(=O)Nc1ncn[nH]1,-5%,i,0.6
COc1ccc(CC(=O)NCC(=O)Nc2ccccc2Br)cc1,-9%,i,0.2
Cc1ccc(NC(=O)C2CCC(=O)N2C(=O)OCc2ccccc2)cc1 (configuration not stated),-7%,i,2.7
CN(Cc1ccccc1)C(=O)CSc1nc2ccccc2[nH]1,-12%,i,0.6
# Next section.
SMILES,LYP inhibition,Myeloid diff MLP,Myeloid diff MLP GFP+ MAC1+ %
CC(=O)Nc1ccc(NC(=O)CSc2nnc(NC(=O)c3ccco3)s2)cc1,0%,i,1.4
CCCn1c(SCC(=O)Nc2ccccc2Cl)n[nH]c1=O,-7%,i,0.2
O=C(NC(=O)N1CCCCC1)c1ccc(Cl)cc1,-2%,i,0.7
Cc1cc(-n2c(=S)sc3c(=O)n(-c4ccc(F)cc4)c(SCC(=O)O)nc32)ccc1Cl,-2%,i,0.5
Cc1ccc(CN2CC(C(=O)N3CC=C(c4ccccc4)CC3)CC2=O)cc1 (configuration not stated),-12%,i,2.1
COc1ccc(NC(=O)N2CCc3cc(OC)c(OC)cc3C2)cc1,-12%,i,0.4
COc1ccc(/C=C2\SC(=S)N(CCC(=O)Nc3ccc(O)cc3)C2=O)cc1,-9%,i,0.6
CCc1ccc(-n2c(=O)c3ccc(C(=O)NCCc4ccccc4)cc3n(CC(N)=O)c2=O)cc1,-8%,i,0.5
CC(C)CNC(=O)COC(=O)c1c2c(nc3ccccc13)CCC2,-9%,i,0.5
CN1C(=O)C(C)(C)c2cc(S(=O)(=O)N3CCC(C(=O)NCc4ccc(Cl)cc4)CC3)ccc21,-13%,i,0.6
Cc1cc(Br)ccc1NC(=O)CSc1nnc(CN2CCOCC2)n1C,-5%,i,7.5
COc1ccc(OCC(=O)Nc2ccc(S(=O)(=O)N(C)c3ccccc3)cc2)cc1,-2%,i,4.5
COc1ccc(CCNCC(O)COc2cccc(C(C)=O)c2)cc1OC (configuration not stated),-3%,i,0.6
CCn1cc(CCCC(=O)NCc2cccc(OC)c2)c2ccccc21,4%,i,1.0
CCCN(C(=O)Cc1c(C(=O)O)n(C)c2ccccc12)c1cccc(C)c1,-3%,i,1.1
COc1ccc(N2CCN(C(=O)CNC(=O)c3cccc(Br)c3)CC2)cc1,-8%,i,0.8
Cc1ccccc1S(=O)(=O)Cc1ccc(C(=O)NCCN(C)Cc2ccccc2)o1,-12%,+,3.3*
CC(C)NC(=O)c1ccccc1NS(=O)(=O)c1ccc(Br)s1,-4%,i,0.7
O=C1CCC(=O)N1c1ccc(S(=O)(=O)Nc2cccc([N+](=O)[O-])c2)cc1,-6%,i,0.5
COc1ccc(/C=N/NC(=O)CCC(=O)Nc2ccc(F)cc2)c(OC)c1,-7%,i,0.0
CCOC(=O)c1ccc(Nc2nc(N3CCOCC3)nc(N3CCOCC3)n2)cc1,-8%,i,0.9
COc1cc(NC(=O)c2ccc(C)cc2)ccc1NC(=O)c1cc2ccccc2o1,-4%,+,28*
O=[N+]([O-])c1ccc(/C=N/N2CCN(Cc3ccccc3)CC2)cc1,-6%,i,1.2
O=[N+]([O-])c1ccc(CN2CCCCCC2)cc1,-7%,i,0.4
Cn1c(CCN2CCN(c3ccccn3)CC2)nc2cc(NS(=O)(=O)c3ccc(Cl)cc3)ccc21,2%,u,x

# 4 entries from above, sorted by the number in Myeloid diff MLP GFP+ MAC1+ %, lowest first:
mol | Myeloid diff MLP GFP+ MAC1+ %
COc1ccc(/C=N/NC(=O)CCC(=O)Nc2ccc(F)cc2)c(OC)c1 | 0.0
Cc1cc(-n2c(=S)sc3c(=O)n(-c4ccc(F)cc4)c(SCC(=O)O)nc32)ccc1Cl | 0.5
O=[N+]([O-])c1ccc(/C=N/N2CCN(Cc3ccccc3)CC2)cc1 | 1.2
COc1cc(NC(=O)c2ccc(C)cc2)ccc1NC(=O)c1cc2ccccc2o1 | 28*

# (cont.)
SMILES,LYP inhibition,Myeloid diff MLP,Myeloid diff MLP GFP+ MAC1+ %
CCOc1ccc(NS(=O)(=O)c2ccc(C(=O)N(C)CCc3ccc(OC)c(OC)c3)cc2)cc1,-6%,i,6.4
COc1ccccc1C(=O)NC(CCSC)C(=O)NNC(=O)c1ccc(F)cc1 (configuration not stated),-7%,i,0.9
CCOc1ccc(NC(=O)CCC(=O)NNC(=O)NC2CCCCC2)cc1,-6%,u,x
CCOc1cc(CNc2cccc3[nH]c(C)nc23)ccc1OC,-3%,i,0.3
O=C(N/N=C/c1ccc(-n2ccnc2)cc1)c1cccs1,-4%,i,0.4
Nc1nc2ccccc2n1Cc1ccc(Cl)c(Cl)c1,-9%,i,0.2
CCc1cc(=O)oc2c(C)c(O[C@@H]3O[C@H](CO)[C@@H](O)[C@H](O)[C@H]3O)ccc12,-3%,i,0.2
COc1cc(Cc2cc(N)nc(N)n2)cc(OC)c1OC,-3%,i,2.5
Fc1ccc(Nc2nc(N3CCOCC3)nc(N3CCOCC3)n2)cc1,-12%,i,0.0
COc1ccc(CC(=O)Nc2ccccc2N2CCCC2)cc1,-7%,i,0.9

# A portion of the library (hit frequency here may not be typical).
